Compound activity (PubChem BioAssay)
GlmU inhibition: inhibition of mycobacterial GlmU enzyme – biochemical, glucosamine-1-phosphate acetyltransferase (AID 1376); M. tuberculosis GlmU acetyltransferase enzyme assay; higher % means a stronger effect; inhibition, %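 (tested at 30 µM in the primary screen)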, or IC50 in µM where a hit was titrated; actives 0.25% (n = 220,000); in the data active means inhibition above about 13%; inconclusive means no clear call, values can overlap the other calls;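 further: 0% = complete reaction with vehicle and 100% = reaction without substrate; strong numbers were not always called active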
Mtb RmlCD inh: blocks M. tuberculosis RmlC and RmlD coupled enzymes; P9WH09+P9WH11; AID 1533; inhibition, % at 3.6 µM; actives 0.03% (n = 160,000); RmlC+RmlD coupled enzyme assay, percent inhibition; primary screen in compound mixtures; in the data active means inhibition mostly above about 34%, no sharp cut-off; inconclusive means no clear call, values can overlap the other calls; inactive means mostly below about 22%; further: some results filed as inactive read as strong as hits
Target sequence (P9WH09 whole entry, looked up): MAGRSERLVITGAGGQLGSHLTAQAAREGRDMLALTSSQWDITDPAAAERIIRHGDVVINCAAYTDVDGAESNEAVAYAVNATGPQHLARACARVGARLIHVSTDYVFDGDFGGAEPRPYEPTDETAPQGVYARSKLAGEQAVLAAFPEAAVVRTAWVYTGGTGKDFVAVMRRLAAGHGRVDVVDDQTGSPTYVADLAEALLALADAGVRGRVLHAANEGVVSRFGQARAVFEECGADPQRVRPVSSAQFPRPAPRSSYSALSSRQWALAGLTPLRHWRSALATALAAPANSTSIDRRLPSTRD
Target sequence (P9WH11 whole entry, looked up): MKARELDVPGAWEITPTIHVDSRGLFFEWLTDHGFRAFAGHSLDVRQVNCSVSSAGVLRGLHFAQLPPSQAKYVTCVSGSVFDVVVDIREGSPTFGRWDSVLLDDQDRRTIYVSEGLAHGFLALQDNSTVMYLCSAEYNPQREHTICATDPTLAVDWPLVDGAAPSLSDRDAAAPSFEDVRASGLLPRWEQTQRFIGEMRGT
Active calls of the source: *; ? = inconclusive; · = not tested or not shown.

compound | GlmU inhibition | Mtb RmlCD inh
COc1ccc(NC(=O)c2ccc(NCCCN3CCOCC3)c([N+](=O)[O-])c2)cc1 | 0.2% | -7
CC(C)=CCN1CCN(Cc2cnc(-c3ccccc3)s2)CC1CCO (configuration not stated) | -0.6% | 0
COc1ccc(-n2ncc3c(=O)n(Cc4c(F)cccc4Cl)cnc32)cc1 | -0.3% | -8
O=C(COc1ccc(S(=O)(=O)N2CCCCC2)cc1)NCC1CCCO1 (configuration not stated) | -4.5% | ·
O=S(=O)(NCc1cccs1)c1cccc(S(=O)(=O)N2CCCCC2)c1 | 4.2% | 9
COc1ccc(F)cc1C(=O)C1CCCN(C(=O)Cc2c(C)noc2C)C1 (configuration not stated) | 0.8% | 2
O=C(Nc1cccc(F)c1)c1coc(=O)c(Br)c1 | -5.0% | -2
Cc1ccc(S(=O)(=O)Nc2cc(=O)[nH]c(SCc3ccccc3Cl)n2)cc1 | 1.5% | 32
Cc1ccc(C(=O)c2ccc([N+](=O)[O-])cc2)c(C)c1 | 6.7% | ·
CC(C)CCn1c(SCCc2ccccc2)nc2c1c(=O)[nH]c(=O)n2C | -1.1% | ·
CCCS(=O)(=O)N1CCN(C(=O)c2ccc(-c3ccccc3)cc2)CC1 | 2.6% | ·
S=C(NCCC1=CCCCC1)Nc1ccc(Cl)cc1 | 3.2% | -8
O=C(O)c1cccc(-n2cccc2/C=C\[N+](=O)[O-])c1 | 8.7% | ·
COc1cc(C(=O)Nc2nnc(CC(=O)N3CCOCC3)s2)cc(OC)c1OC | 0.5% | 10
Cc1ccc(CN2C(=O)c3ccccc3NC2c2ccccn2)cc1 (configuration not stated) | -8.4% | 12
COc1ccccc1CNC(=O)C1CCN(S(=O)(=O)c2cccc3cccnc23)CC1 | 4.8% | 4
O=C(/C=C\c1ccccc1)Oc1cccc2cccnc12 | 2.5% | 7
COc1ccc(NC(=O)COc2ccccc2C#N)c(S(=O)(=O)N2CCCCC2)c1 | -0.6% | ·
COc1ccc(C(=O)N2CCN(c3cnn(-c4ccccc4)c(=O)c3Cl)CC2)cc1 | -1.8% | -10
CCOC(=O)C1CCCN(C(=O)COc2ccc(S(=O)(=O)N(CC)c3ccccc3)cc2)C1 (configuration not stated) | -2.8% | -12
CCc1nc2c(cnn2-c2ccc(F)cc2)c(=O)n1-c1ccc(N2CCC(C)CC2)cc1 | 2.5% | -6
CC1CCCN(C(=S)SCC(=O)c2cc(Br)cc(Br)c2O)C1 (configuration not stated) | 8.9% | -4
Cc1ccc(C)c(NC(=O)CN(C)C(=O)c2cccc(S(=O)(=O)N(C)C)c2)c1 | -0.9% | 8
CC(O/N=C/c1ccccc1OC(F)F)C(=O)Nc1cccc(S(=O)(=O)N2CCOCC2)c1 (configuration not stated) | -8.2% | -6
Oc1ccc(Br)cc1-c1nc2cnccn2c1NC1CCCC1 | -6.7% | 12
Cc1cc(C)n(CC(=O)c2cccc([N+](=O)[O-])c2)n1 | 0.2% | -12
CCCc1oc(C(=O)O)cc1CN | 1.9% | ·
O=C1[C@@H]2C(c3cccnc3)=NO[C@@H]2C(=O)N1c1ccc(Cl)cc1Cl | 0.1% | 14
COC(=O)C(CCCCNC(=O)c1ccc([N+](=O)[O-])cc1)NC(=O)c1ccc([N+](=O)[O-])cc1 (configuration not stated) | 0.5% | -9
O=C(NCc1ccccc1)C1=C[C@@H](c2ccc(C(F)(F)F)cc2)C[C@@H](OCCCCO)O1 | 1.9% | ·
Cc1cccc(NC(=S)N(CCCN2CCOCC2)Cc2ccco2)c1 | 0.8% | 22
CN1/C(=C\C(=O)COC(=O)CNC(=O)c2ccccc2F)C(C)(C)c2ccccc21 | 0.1% | -9
CSc1nc2ccc(Cl)cc2[nH]1 | 5.0% | ·
COCCN1C(=O)c2ccccc2C(C(=O)NCC2CCCO2)C1c1c[nH]c2ccccc12 (configuration not stated) | 1.6% | 4
COc1cccc(/C=N/NC(=O)C(=O)N2CCCC2)c1OC | · | -9
CCOc1cc2[nH]c(=S)n(C(C)C)c(=O)c2cc1OCC | -4.7% | 3
N#Cc1ccc(N2Cc3ccccc3C2=NC(=O)c2cccs2)cc1 | 2.3% | 6
COc1ccc(-c2nnn(CC(=O)c3c[nH]c4ccccc34)n2)cc1OC | -4.5% | ·
CCC/C=N/Nc1nc2ccccc2s1 | 1.1% | 4
COCCCC1CCN(Cc2nc(Cc3ccccc3Cl)no2)CC1 | -4.2% | 11
O=S(=O)(c1cc(Cl)ccc1Br)N1CCOCC1 | 5.5% | -10
COc1ccc(/C=N/N=C2/NC(=O)C(c3ccccc3)S2)c(OC)c1 (configuration not stated) | -1.1% | 40
C=CCn1c(SCC(=O)NC)nc2sc3c(c2c1=O)CCC3 | · | -7
O=C(NC1CC1)c1ccc2c(c1)NC(=O)c1ccccc1S2 | -1.2% | ·
c1ccc2c(N3CCNCC3)cccc2c1 | 0.7% | ·
Cc1cc(C)c(S(=O)(=O)N2CCCOC2CNC(=O)C(=O)NCCc2c[nH]c3ccccc23)c(C)c1 (configuration not stated) | -0.7% | -31
CC1CCCC(NC(=O)Cn2cc3c(n2)CCCCC3)C1C (configuration not stated) | -1.6% | ·
CC(=O)Nc1ccc(S(=O)(=O)N2CCN(CCCOc3cc(C)ccc3C)CC2)cc1 | -5.9% | 3
c1ccc2cc(OCCOCCOc3ccc4ccccc4c3)ccc2c1 | 1.2% | 5
CC(Sc1nncn1-c1ccccc1)C(=O)Nc1cccc([N+](=O)[O-])c1 (configuration not stated) | 0.4% | 1
CCCN(CCC)C(C)C(=O)NCC1(c2ccccc2)CCCC1 (configuration not stated) | 1.2% | -12
O=C1CC(N2CCSCC2)C(=O)N1c1cccc(Br)c1 (configuration not stated) | 5.5% | ·
Cc1nc([N+](=O)[O-])cn1Cc1cccc([N+](=O)[O-])c1 | 1.8% | -9
O=c1cc2c(nn1Cc1ccccc1)-c1ccccc1CC2 | -1.6% | 8
Cc1ccc(CNC(=O)CN(c2cccc([N+](=O)[O-])c2)S(=O)(=O)c2ccccc2)cc1 | 1.1% | -37
O=C(/C=C/Nc1ccccc1F)c1ccc(Br)cc1 | 0.1% | -47
CCCCC(=O)NNC(=S)NC(=O)c1ccc([N+](=O)[O-])cc1 | 6.1% | -4
CCC(C)NC(=O)CO/N=C/c1ccccc1OC(F)F (configuration not stated) | 3.5% | ·
O=C(Nc1ccccc1)Nc1ccc2ncoc2c1 | 0.8% | -1
Clc1ccc(OCCCN2CCCCC2)c(Br)c1 | -2.8% | -12

Further results follow.
compound | GlmU inhibition | Mtb RmlCD inh
CN(c1ccc([N+](=O)[O-])cc1/C=N/NC(=O)COc1ccccc1)C1CCCCC1 | 7.0% | 28
N#CC1=C(S)N(c2ccccc2)C(c2ccc(-c3ccccc3Cl)o2)NC1=O (configuration not stated) | -2.8% | -6
COCc1cc(CN2CCN(Cc3ccsc3)C(CCO)C2)ccc1OC (configuration not stated) | -4.3% | 5
C(=C\c1ccccc1)/C=N/N1CCN(c2ccccn2)CC1 | -9.9% | ·
OC(COCc1ccc(Cl)cc1)CN1CCc2ccccc2C1 (configuration not stated) | 7.6% | -8
CC(=O)NC1(C(F)(F)F)N=C(c2ccccc2)NC1=O (configuration not stated) | -3.2% | ·
Cc1ccccc1Nc1nc(N)nc(COC(=O)c2cccn2C)n1 | 2.7% | ·
CCOC(=O)/C(C#N)=C/c1cn(CCC(=O)O)nc1-c1cccc(Cl)c1 | -2.9% | 23
COC(=O)c1cc2c(s1)-c1ccc(OC)cc1CC2 | -3.9% | ·
CCOc1cc(/C=N/NC(=O)c2cc(C)n(-c3ccc(F)cc3)c2C)ccc1O | -1.1% | -2
CC(=O)Nc1ccc(N(C(=O)c2cnccn2)C(C(=O)NC2CCCCC2)c2ccc(O)cc2)cc1 (configuration not stated) | 2.9% | ·
O=C(Nc1cccc2ccccc12)N1N=CCC1c1ccccc1 (configuration not stated) | -1.4% | 12
O=C(c1cnn(C(=O)c2ccccc2)c1)c1ccccc1O | 1.7% | 8
O=C(Nc1ccccc1)c1cc(-n2cnnc2)ccc1Cl | 2.3% | ·
Cc1ccc(C(=O)C2C(=O)c3ccccc3C2=O)cc1 | 0.3% | ·
CC(NCc1ccc(F)cc1)C(=O)NC1CCCCC1 (configuration not stated) | 1.5% | -11
CN(c1ccccc1)S(=O)(=O)c1ccc(NC(=S)NC(=O)C2CC2)cc1 | 2.8% | -7
Cc1cccc(Nc2c(-c3ccc(O)cc3)nc3ncccn23)c1 | -3.3% | 3
C[C@]12CC[C@H](O)CC1=CC[C@@H]1[C@@H]2CC[C@]2(C)C(=O)CC[C@@H]12 | 0.4% | ·
O=C(O)CCCNC(=O)Nc1ccccc1 | -0.2% | ·
Cc1nc2cc(C(=O)O)ccc2n1C1CCCCC1 | -2.3% | ·
COc1cc(CNC(C)(C)CO)cc(Br)c1OCc1ccc(Cl)cc1Cl | 0.9% | 3
COc1ccc(OCC(=O)O/N=C(\N)c2ccc(OC)cc2)cc1 | 3.1% | 10
Cc1c(Cl)cccc1NC(=S)N1CCc2ccccc2C1 | 0.0% | -10

Random excerpt: 7 records from the list.
compound | GlmU inhibition | Mtb RmlCD inh
COc1ccc(NC(=O)c2ccc(NCCCN3CCOCC3)c([N+](=O)[O-])c2)cc1 | 0.2% | -7
N#CC1=C(S)N(c2ccccc2)C(c2ccc(-c3ccccc3Cl)o2)NC1=O (configuration not stated) | -2.8% | -6
Cc1cccc(Nc2c(-c3ccc(O)cc3)nc3ncccn23)c1 | -3.3% | 3
Cc1ccc(S(=O)(=O)Nc2cc(=O)[nH]c(SCc3ccccc3Cl)n2)cc1 | 1.5% | 32
Cc1cc(C)n(CC(=O)c2cccc([N+](=O)[O-])c2)n1 | 0.2% | -12
O=C(O)c1cccc(-n2cccc2/C=C\[N+](=O)[O-])c1 | 8.7% | ·
Cc1ccc(C(=O)C2C(=O)c3ccccc3C2=O)cc1 | 0.3% | ·

The list continues.
compound | GlmU inhibition | Mtb RmlCD inh
O=C(CNS(=O)(=O)c1ccc(F)cc1)N1CCN(c2ccc(F)cc2)CC1 | 1.8% | 7
CC(=O)OCC(=O)Nc1c(C)cc(C)cc1C | 7.7% | -7
NS(=O)(=O)c1ccc(NC(=O)Nc2ccc(S(N)(=O)=O)cc2)cc1 | 8.7% | 22
CCN(CC)CCOc1ccc2c(c1)C(=NNC(=O)c1ccccn1)c1cc(OCCN(CC)CC)ccc1-2 | -16% | -4
O=C(Nc1ccccc1)NC1(C(=O)NCc2ccc3c(c2)OCO3)CCCCC1 | -1.0% | -4
CN(C)CCCNc1nc2sc3c(c2c(=O)n1CCc1ccccc1)CCCCC3 | -6.7% | -7
COc1ccc(/C=N/NC(=O)CCOc2ccccc2C)cc1OC | -3.3% | -8
COc1ccc([C@H]2/C=C\CN(C(=O)c3ccc(C)cc3)[C@@H](C)C(=O)N2Cc2ccc(F)cc2)cc1 | 3.5% | ·
COc1cc(-c2nnc(-c3ccncc3)o2)ccc1OCc1ccccc1 | -0.3% | -4
Cc1ccc(NC(=O)c2ccc(CSc3nnc(C)s3)cc2)cc1 | 2.6% | 6
COC(=O)/C(N=Nc1c(C)n(C)n(-c2ccccc2)c1=O)=C(\C)O | 0.9% | -4
COc1ccccc1C(=O)NC(=S)Nc1ccc(NC(=O)c2ccco2)cc1 | -6.0% | 9
NS(=O)(=O)c1ccc(NC(=O)COC(=O)c2cn(-c3ccccc3)nc2-c2ccc(F)cc2)cc1 | -1.7% | 5
N#Cc1ccccc1NC(=S)Nc1ccc(F)cc1 | -4.7% | -6
COC(=O)c1c[nH]n2c(=O)cc(C)nc12 | -2.1% | 7
Cc1ccc(CN2C(=O)CCC2C(=O)NCCN2CCOCC2)cc1 (configuration not stated) | -1.6% | ·
Cc1nc2ccccn2c1-c1ccnc(=S)[nH]1 | 3.0% | 3
CCN(CC)C(=O)CC(c1cc(OC)c(OC)c(OC)c1)c1c(OC)cc(OC)c2c(-c3ccccc3)cc(=O)oc12 (configuration not stated) | -0.3% | ·
O=C(O)/C=C/C(=O)NCCCc1ccccc1 | 1.9% | -9
CCc1ccc2c(CN3CCc4cc(OC)c(OC)cc4C3)cc(=O)oc2c1 | 3.0% | ·
COc1cc(SC)ccc1C(=O)Nc1ccccc1 | -3.9% | -5
COc1cccc(CNC(=O)CN2CCC(c3nc4ccc(C)cc4[nH]3)CC2)c1 | -1.8% | 11
COc1ccc(CC/C(=N\O)C2(O)CCCCC2)cc1 | 1.4% | ·
COc1ccc2cc3c(N)nn(C(=O)Cc4c[nH]c5ccccc45)c3nc2c1 | -3.1% | 2
Cc1cc(C)c(-n2nnnc2SCC(=O)c2cccs2)c(C)c1 | 1.4% | 5
C=CCN(c1ccc(C(=O)Nc2ccc(NC(C)=O)cc2)cc1)S(C)(=O)=O | 2.2% | -11
CCc1ccc(-n2c(=O)c3ccccc3n(CC(=O)NCc3ccco3)c2=O)cc1 | -2.2% | -12
COC(=O)Cc1c(C)nc2nc(NCc3ccccc3OC)[nH]n2c1=O | -2.3% | 17
COc1ccc(Nc2ccc(N3C(=O)CC(C)C3=O)cc2[N+](=O)[O-])cn1 (configuration not stated) | -4.7% | ?
Cc1ccc(/C=N/n2c(-c3ccncc3)n[nH]c2=S)cc1 | 13% | -7
CCCCCn1c(=O)c(C(=O)Nc2nc(CC(=O)OCC)cs2)c(O)c2ccccc21 | 3.1% | 5

These rows are one share of the data (hit frequency here may not be typical).
